TNF death inh = inhibitors of TNF-alpha triggered necroptosis, primary screen, cell-based, Jurkat FADD-/-, single concentration; Jurkat FADD-/- TNF necroptosis rescue, ATP luminescence, 24 h; 0 = TNF only, 100 = no-TNF cells; activation (protection from cell death), % at 10 µM; 0.068% of 220,000 active;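 active = activation, meaning protection from cell death, of at least 50% relative to plate controls; inactive = activation below 50%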;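 note: necroptosis triggered by 40 ng/mL TNF-alpha added together with compound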
PERK inhibitor = block of dimerizer-induced PERK translation repression, primary screen, PERK inhibitor project, CHO PERK-DD cells, SEAP luminescence, HTS; Eukaryotic translation initiation factor 2-alpha kinase 3 (Homo sapiens), Q9NZJ5; CHO PERK-DD fusion, SEAP luminescence translation reporter; inhibition, % at 5.6 µM; 0.17% of 220,000 active; AID 1416, 2008;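 active = inhibition above the mean inhibition of all tested compounds plus 3 SD, set separately per screening campaign, cut at about 2.9% in these data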;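 note: PERK kinase domain activated by AP20187 dimerizer at 100 nM; 0% = DMSO with dimerizer and 100% = rapamycin at 8.4 µM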
m-calpain inh = inhibitors of pig calpain II, primary screen, biochemical, fluorogenic peptide substrate, 1536-well. purified calpain II, 30 min. inhibition, % at 16 µM. 0.37% of 220,000 active. AID 1236, 2008;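 active = inhibition above about 50%, limit read from the data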
KCC2 mod = KCC2 cotransporter modulators, thallium flux, primary screen, cell-based, HEK293 KCC2, FluoZin-2 fluorescence, MLSMR; Solute carrier family 12 member 5 (Homo sapiens), Q9H2X9; B-score of Tl+ flux slope (higher = more flux/activation; lower = inhibition) at 10 µM; AID 1456, 2008; KCC2 cells, thallium flux FluoZin-2 fluorescence; 2.2% of 190,000 active;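 active = thallium flux slope and its plate-corrected score both differing from the plate sample mean at a set confidence after two filtering rounds, in either direction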;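 note: slope of fluorescence scaled to starting intensity during 10 to 20 s after thallium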
eIF4E-4G inh = eIF4E–eIF4G protein interaction inhibitors, primary screen, biochemical, uHTS, TR-FRET, eIF4GI fragment; AID 782, 2007; 0.37% of 220,000 active; TR-FRET eIF4E-eIF4GI(517-606) binding, 2 h; inhibition, % at 21.7 µM;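 active = inhibition above about 30%, limit read from the data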;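 note: 0% = full FRET control wells and 100% = background wells lacking eIF4GI fragment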
L929 necroptosis = inhibitors of zVAD-triggered necroptosis, primary screen, L929 cells; 0.38% of 220,000 active; L929 zVAD necroptosis rescue, ATP luminescence, 24 h; with zVAD 60 µM; viability rescue, % at 10 µM; AID 1377, 2008;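 active = activation, scaled between plate controls, above about 75%, limit read from the data; inactive = activation under that limit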;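 note: 0% = zVAD with DMSO and 100% = DMSO alone without zVAD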
MDM2 E3 inh = MDM2-luciferase reporter signal enhancers, primary screen, MDM2 E3 ligase inhibitor project, cell-based, luminescence, 1536-well | E3 ubiquitin-protein ligase Mdm2 (Homo sapiens), Q00987 | cell-based MDM2 ubiquitination luciferase reporter, 2 h; 0 = plate control, 100 = twice control, blank-subtracted | signal enhancement, % at 5 µM | 0.11% of 210,000 active | AID 1230, 2008;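 active = signal enhancement of 30% or more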;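 note: luminescence tracks abundance of the self-degrading MDM2-luciferase fusion protein; higher signal means inhibition of MDM2 E3 ligase activity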
Target sequence (Q00987 whole entry, looked up, the tested form may be a part): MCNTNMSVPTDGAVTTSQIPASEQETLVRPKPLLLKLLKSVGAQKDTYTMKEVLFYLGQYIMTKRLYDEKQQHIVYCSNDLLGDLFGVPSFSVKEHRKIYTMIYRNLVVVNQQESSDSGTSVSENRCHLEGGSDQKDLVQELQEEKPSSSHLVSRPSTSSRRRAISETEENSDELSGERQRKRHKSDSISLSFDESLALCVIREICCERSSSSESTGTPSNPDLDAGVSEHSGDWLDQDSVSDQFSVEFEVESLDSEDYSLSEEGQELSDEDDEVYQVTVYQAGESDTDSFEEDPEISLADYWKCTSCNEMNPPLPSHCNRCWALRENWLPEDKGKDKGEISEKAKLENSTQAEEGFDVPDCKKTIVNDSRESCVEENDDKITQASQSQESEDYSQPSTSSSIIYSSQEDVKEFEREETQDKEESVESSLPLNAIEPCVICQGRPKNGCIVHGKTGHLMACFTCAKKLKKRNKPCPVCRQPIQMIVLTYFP
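System: stable MDM2–luciferase fusion reporter cells / Input: 2000 cells seeded into each well / Schedule: 4 h settle plus 2 h compound, 37 °C / Compound: single-point 5 µM / Buffer or medium: cells held in DMEM / Benchmarks: control and blank well means / Evaluation: percent signal gain over controls, blank-subtracted / Measured by: luciferase luminescence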
EBV gp42 block = Epstein-Barr virus gp42 inhibitors, primary screen, biochemical, uHTS, fluorescence polarization; 0.42% of 220,000 active; Glycoprotein 42 (Epstein-Barr virus (strain AG876)), Q1HVG2; AID 1085, 2008; Fluorescence polarization binding assay, mP read-out; inhibition, % (tested at 21.74 µM); in the data active = inhibition above about 50%
Target sequence (Q1HVG2 whole entry, looked up): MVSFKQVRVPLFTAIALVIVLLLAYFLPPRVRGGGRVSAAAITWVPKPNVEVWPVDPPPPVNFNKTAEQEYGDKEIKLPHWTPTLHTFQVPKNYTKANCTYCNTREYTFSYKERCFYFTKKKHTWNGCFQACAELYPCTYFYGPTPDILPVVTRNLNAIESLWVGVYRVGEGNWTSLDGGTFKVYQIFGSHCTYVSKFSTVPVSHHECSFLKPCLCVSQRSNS
Rad51 HR inh = human RAD51 strand exchange inhibitors, primary screen, biochemical, fluorescence; 0.085% of 200,000 active; hRad51 DNA strand exchange, fluorescence dequenching; DNA repair protein RAD51 homolog 1 (Homo sapiens), Q06609; inhibition, % at 10 µM;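 active = inhibition above 40% at the single screening dose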;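 note: 0% = DMSO control wells and 100% = blanks with heterologous ssDNA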
Target sequence (Q06609 whole entry, looked up): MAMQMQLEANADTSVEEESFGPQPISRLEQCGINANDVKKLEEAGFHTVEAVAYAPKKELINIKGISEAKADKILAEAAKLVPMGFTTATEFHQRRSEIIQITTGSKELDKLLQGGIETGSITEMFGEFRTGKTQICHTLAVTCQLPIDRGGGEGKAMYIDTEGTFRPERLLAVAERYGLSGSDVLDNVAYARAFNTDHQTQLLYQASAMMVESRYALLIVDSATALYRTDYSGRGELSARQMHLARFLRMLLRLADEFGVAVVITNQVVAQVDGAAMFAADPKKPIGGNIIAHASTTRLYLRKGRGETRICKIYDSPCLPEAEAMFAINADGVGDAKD
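Test system: preformed human Rad51 ssDNA filaments. Compound dosing: single dose, 10 µM final compound. Incubation: filaments 15 min 37 °C, then compound 30 min. Technique: FRET fluorescence dequenching, excitation 485 nm, emission 520 nm. Read-out basis: percent inhibition from fluorescence, normalised to plate control and blank means. Benchmarks: plate controls and plate blanks.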
* = called active by the depositor; i = inactive; nt = not tested or not shown; & = joins results of further samples; [ ] = dose if it differs, or a comment. Rows were taken by chance; any-hit rate near 3.6%.

SMILES	TNF death inh	PERK inhibitor	m-calpain inh	KCC2 mod	eIF4E-4G inh	L929 necroptosis	MDM2 E3 inh	EBV gp42 block	Rad51 HR inh
Cc1ccc(NC(=O)CCC(=O)NNC(=O)c2cccs2)cc1C	-0.7	0.6	5	-0.04	-2	0.7	-57	-19	-8
Fc1ccc(CN2CCN(C(=S)NCCc3ccccc3)CC2)c(Cl)c1	0.8	0.5	-23	-0.083	0	62	-1	19	16
Cc1nnc(NC(=O)c2ccncc2)s1	1.6	0.6	29	0.0016	-6	0.1	-17	-2	-2
COc1ccc(C(=O)Nc2cccc(/C=C(\CCC(=O)O)c3nc4ccccc4s3)c2)cc1	0.8	1.0	-69	-3.8*	14	64	nt	-4	14
FC(F)(F)c1cc(Oc2ccc(Cl)cc2)nc(-c2ccccn2)n1	-1.7	1.3	-38	0.12	4[fluorescence artefact?]	-0.3	-2	-4	-3
Cc1cccc(NC(=S)N(CCCN2CCOCC2)Cc2cn(C)c3ccccc23)c1	-4.6	-0.9	4	-0.76	2[fluorescence artefact?]	nt	-6	-1	15
O=C1S/C(=C/c2ccccc2)C(=O)N1CC(O)Cn1c2ccccc2c2ccccc21 (centres undefined)	0.4	0.2	-16	2.3	1	3.3	-6	8	0
COC(=O)CSc1nc2ccc(N)cc2s1	-4.3	1.3	3	0.28	2	0.6	-10	-2	33
CCc1nnc(NC(=O)CSc2nnc(-c3ccc(S(=O)(=O)N4CCCC4)cc3)n2CC)s1	-0.3	0.2	-7	0.0019	2[fluorescence artefact?]	0.2	-3	-10	-1
CCOCCCNC(=O)C(NC(=O)c1ccccc1O)c1ccccc1 (centres undefined)	1.1	2.4	-96	1.1	1	0.0	-18	4	nt
CCOc1ccc2c(c1)C(C)=CC(C)(C)N2C(=O)Nc1ccccc1F	0.1	0.7	-439	0.45	-1[fluorescence artefact?]	3.2	-8	-11	-4
O=C(CSc1ccc(-c2ccco2)nn1)NCc1ccccc1Cl	2.3	-0.1	-21	-3.2	-6	0.6	-7	11	3
Cc1nnc(SCC(=O)NNC(=O)c2ccccc2)n1-c1ccccc1	0.7	0.7	23	0.28	2[fluorescence artefact?]	0.4	-14	-6	-6
O=C(CN1CCN(c2ccc(O)cc2)CC1)NC(c1ccccc1)c1ccccc1	-0.2	-0.6	-25	0.64	1	1.2	-3	-9	-9
COCCN(C(=S)Nc1cc(C)cc(C)c1)C(C)c1ccco1 (centres undefined)	-2.1	-0.1	5	-1.6	-6	-1.3	-41	11	1
O=C(NCCN1CCOCC1)NC1(C(F)(F)F)Oc2ccc(Cl)cc2O1 (centres undefined)	-7.1	1.1	-6	-0.84	-4	2.3	nt	-20	nt
CCOc1ccc2[nH]c(S(=O)(=O)CC)nc2c1Cl	0.6	1.8	9	0.53	0[fluorescence artefact?]	0.8	0	-10	-3
O=C(Oc1ccccc1N1C(=O)C2CC=CCC2C1=O)c1ccc(Br)cc1 (centres undefined)	1.7	0.5	2	0.96	3[fluorescence artefact?]	0.8	-6	-5	-2
COC(=O)C1=CN(Cc2ccc(OC)cc2)C=C(C(=O)OC)C1c1cccs1	1.1	-0.7	i	-0.89	6	-2.9	-23	-9	-10
Cc1c(N=Cc2c(O)n(C3CCCCC3)c(=O)[nH]c2=O)c(=O)n(-c2ccccc2)n1C	-0.3	-1.2	-36	nt	-5	0.7	-14	-16	-5

Full records from above. Order of screens: TNF death inh | PERK inhibitor | m-calpain inh | KCC2 mod | eIF4E-4G inh | L929 necroptosis | MDM2 E3 inh | EBV gp42 block | Rad51 HR inh
`Cc1nnc(SCC(=O)NNC(=O)c2ccccc2)n1-c1ccccc1` in the list: 0.7 | 0.7 | 23 | 0.28 | 2[fluorescence artefact?] | 0.4 | -14 | -6 | -6
`Cc1c(N=Cc2c(O)n(C3CCCCC3)c(=O)[nH]c2=O)c(=O)n(-c2ccccc2)n1C` in the list: -0.3 | -1.2 | -36 | nt | -5 | 0.7 | -14 | -16 | -5

The list goes on.
SMILES	TNF death inh	PERK inhibitor	m-calpain inh	KCC2 mod	eIF4E-4G inh	L929 necroptosis	MDM2 E3 inh	EBV gp42 block	Rad51 HR inh
CC1(C)CC(=O)C2=C(C1)Nc1ccccc1NC2	1.2	0.0	-21	-0.19	-2	0.6	-13	-8	-12
COc1cccc(C(C(=O)NC2CCCCC2)N(CCN2CCOCC2)C(=O)C2COc3ccccc3O2)c1 (centres undefined)	0.1	0.5	-10	-1.1	-3	0.2	-4	4	5
Cc1c([N+](=O)[O-])c(C(=O)Nc2ccc3c(c2)OCCO3)nn1C	-1.0	0.8	3	0.52	-3[fluorescence artefact?]	-0.6	3	-9	6
COc1ccc(O)c(-c2[nH]ncc2C(=O)c2ccccc2C)c1	0.5	0.8	-21	nt	-4	1.2	-11	-3	-1
CN(C(=O)CCn1c(=S)oc2ccccc21)c1ccc(F)cc1	-0.6	-0.8	21	-2.2	0	-1.4	-48	-3	-5
Cc1cc(Cl)ccc1C(=O)C1CCCN(C(=O)c2snnc2C)C1 (centres undefined)	-0.3	1.4	-13	nt	-3	-0.4	-5	-10	19
CCOC(=O)c1c(C)c(C(=O)N2CCCCCC2)c(C)n1CC	2.2	-0.4	14	-1.5	0	0.3	-19	-26	-1
COc1ccc(C)cc1NC(=O)CSc1nnc(COc2ccccc2)n1Cc1ccco1	-3.3	-0.8	28	-1.3	3	-0.5	-6	-1	nt
CN1C(=O)NC2C1N(S(C)(=O)=O)CCN2S(C)(=O)=O (centres undefined)	-0.2	0.3	-30	nt	-6	0.0	1	-19	-3
CN(CC(=O)OCC(N)=O)S(=O)(=O)c1ccc(Cl)cc1	0.7	1.6	-5	-1.4	-2	1.4	-7	-6	-1
Cc1cccc(C)c1NC(=O)CN1C(=O)N(C)Cc2ccccc21	0.0	0.2	2	-0.16	2	-0.5	-24	-12	nt
O=C(C1CCC1)N1CCc2cc(S(=O)(=O)Nc3ccc4c(c3)OCO4)ccc21	-1.1	0.3	-5	nt	1[fluorescence artefact?]	-0.1	4	-2	0
CCn1ncc(NC(=S)Nc2ccc3c(c2)OCO3)c1C(N)=O	0.4	1.9	-23	-0.47	-4	0.0	-14	-9	10
CCOC(=O)c1ccccc1NC(=O)N[C@@H](C)C(=O)OC	1.8	0.5	-13	-3.4*	-13[fluorescence artefact?]	0.7	-2	-28	1
C/C(=N\NC(=S)NCC(C)(C)C)c1cc(F)cc(F)c1O	-4.2	1.2	-52	nt	-5	3.0	-5	-8	-1
O=C(c1cc(-c2cccnc2)nc2ccccc12)N1CCCc2ccccc21	0.4	0.0	3	-0.51	7[fluorescence artefact?]	0.4	-13	-13	-7
COc1ccc(-c2ccc(SCc3cccnc3)nn2)cc1OC	0.3	0.0	31	-0.67	-1	71	-5	-9	0
CC(/C=N/NC(=O)c1cccnc1)=C\c1ccccc1	-1.7	2.2	4	-0.01	-2	0.8	-12	-3	32
O=C(C1CCCCN1S(=O)(=O)c1ccccc1)N1CCN(Cc2ccccc2)CC1 (centres undefined)	0.4	-1.3	-37	nt	20	0.5	nt	-4	-1
COc1cc(NS(=O)(=O)c2ccc(NC(C)=O)cc2)ncn1	0.1	1.2	0	0.14	-4	0.6	-7	-21	-5
CCOC(=O)CSc1c(-c2ccccc2)c2cc(Cl)ccc2[nH]c1=O	0.4	0.8	14	-0.63	-2[fluorescence artefact?]	0.5	-16	-2	7
CCCCCC(=O)Nc1ccc(Cc2ccncc2)cc1	4.6	0.7	-1	-0.68	-5	0.2	-4	-11	-2
O=C(N/N=C/c1ccccc1[N+](=O)[O-])c1cnccn1	0.5	0.6	-8	0.27	-3	1.5	-5	-5	-3
Cc1ccc(Oc2cc(C)nc(-c3ccccc3O)n2)cc1	0.1	0.5	6	nt	nt	1.4	-9	-5	6
CCOc1ccc(C(=O)Nc2ccc(S(=O)(=O)N3CCOCC3)cc2)cc1OCC	0.7	-0.7	5	-0.36	-2	5.3	-7	0	3
O=C(/C=C/c1ccc(Cl)cc1)NCc1ccco1	1.2	-0.9	9	-0.78	16	0.7	4	-13	9
O=C(O)c1cc(-c2ccccc2)n(-c2ccc(Cl)cc2)n1	-0.7	1.4	-7	-1.6	2	0.9	-11	-9	1
O=C(c1cn[nH]c1)N1CCc2c([nH]c3ccccc23)C1c1c(F)cccc1Cl (centres undefined)	-1.7	0.7	-23	-0.36	4	-1.4	0	-2	1
CNC(=O)COc1ccc(S(=O)(=O)Nc2ccc(C)cc2)cc1	2.4	0.8	-5	-0.31	-1	0.0	-8	-16	14
COCCNC(=O)COc1ccc(Nc2ccccc2)cc1	-0.4	0.8	15	-1	3	0.7	-6	-22	1
O=C(NC1C/C(=N/O)c2cc3c(cc21)OCO3)C(F)(F)F (centres undefined)	-0.6	0.5	-25	-0.017	2	0.8	-11	-2	-3
CCOc1cc(/C=N/n2cnnc2)ccc1OCC(=O)Nc1ccccc1OC	-2.5	0.1	-9	0.13	6	-0.3	-16	-4	-1
CCCCNC(=O)CSc1cc(=O)n(C)c2ccccc12	-0.3	0.6	-42	-0.72	2	2.1	16	3	5
COc1cc(C2NC(=O)C(C#N)=C(Nc3cccc(C)c3)S2)ccc1O (centres undefined)	-1.0&1.3	0.7&0.9	16&-14	-0.093&-0.56	1&2	0.5&-0.7	3&-8	-5&-7	-7&4
COc1ccccc1N1CCN(C(=O)CN(CCc2ccccc2)S(C)(=O)=O)CC1	-1.1	-0.4	-16	0.24	0	-0.2	-4	-12	nt
CCOC(=O)c1cc(C)n(Cc2ccc(OCC)c(OC)c2)c1C	-0.3	-1.6	-37	0.014	-9[fluorescence artefact?]	-0.6	4	-8	-4
Cc1ccc2nc(NC(=O)c3ccc(OCC4CCCO4)cc3)sc2c1 (centres undefined)	-6.3	-0.9	-14	-0.7	-2[fluorescence artefact?]	0.7	-6	-16	-32
O=C(Nc1ccc(CN2CCOCC2)cc1)c1cc2ccccn2n1	-0.7	-0.6	-28	0.18	1[fluorescence artefact?]	29	-55	-16	3
CCCN1C(=O)c2ccc(C(=O)Nc3nccs3)cc2C1=O	-0.9	0.3	10	6*	0	0.0	-1	-16	5
O=C(COC(=O)CCC1CCCC1)Nc1nc2c(F)c(F)c(F)cc2s1	0.3	0.5	4	0.33	-1	-0.6	-24	-53	-2
Cc1cc(C)c2cc(C(c3nnnn3CC3CCCO3)N3CCN4CCCC4C3)c(=O)[nH]c2c1 (centres undefined)	-2.8	1.1	-136	0.38	-13	-0.3	-1	-7	-4
CCCCCC/C(=N/O)c1ccccn1	-6.3	2.5	-11	0.071	1	1.4	-10	-10	7

Assay outcomes (PubChem BioAssay)
